High-throughput results as filed in PubChem.
Furin inh: human furin inhibition | AID 463115 | inhibition, % at 30 µM | 220,000 tested, 0.061% active | purified furin, fluorogenic substrate cleavage; in the data active = inhibition above about 25%; note: inactives centre near -15
thrombin 1536: thrombin (human) inhibition | AID 1046 | P00734 | inhibition, % at 5 µM | 220,000 tested, 0.26% active | alpha-thrombin, Boc-VPR-AMC fluorogenic substrate cleavage;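 active = inhibition at or above 40%; inactive = inhibition below 40%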;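 note: 0% = enzyme with no compound and 100% = wells without enzyme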
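Material: human alpha-thrombin protein; Also added: Boc-VPR-AMC substrate, 15 µM final; Timing: enzyme reaction carried out at room temperature; Signal: fluorescence, ex 355 nm, em 460 nm; Measure: % inhibition of thrombin; Controls: enzyme without compound as high, wells lacking enzyme as low.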
EBV gp42 inh: blocks Epstein-Barr virus glycoprotein 42 binding | Q1HVG2 | Fluorescence polarization binding assay, mP read-out | inhibition, % (tested at 21.74 µM) | 220,000 tested, 0.42% active | AID 1085; in the data active = inhibition above about 50%
Target sequence (Q1HVG2 whole entry, looked up): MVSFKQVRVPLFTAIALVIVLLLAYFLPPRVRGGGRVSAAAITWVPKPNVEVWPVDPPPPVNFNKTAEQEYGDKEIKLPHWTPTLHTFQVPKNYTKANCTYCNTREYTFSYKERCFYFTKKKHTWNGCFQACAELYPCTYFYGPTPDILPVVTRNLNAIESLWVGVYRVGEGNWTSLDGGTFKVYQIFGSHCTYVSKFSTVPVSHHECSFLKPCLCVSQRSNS
Cl transport mod: KCC2 (human) Cl- transport modulation; B-score of Tl+ flux slope (higher = more flux/activation; lower = inhibition) at 10 µM; AID 1456; 190,000 tested, 2.2% active; KCC2 cells, thallium flux FluoZin-2 fluorescence;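 active = thallium flux slope and its plate-corrected score both differing from the plate sample mean at a set confidence after two filtering rounds, in either direction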;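 note: slope of fluorescence scaled to starting intensity during 10 to 20 s after thallium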
zfTRPN1 agonist: agonists of zebrafish TRPN1 channel; 220,000 tested, 0.18% active; HEK293 zebrafish TRPN1-YFP, Fluo-8 calcium fluorescence; 100% = response to 87 µM carbachol; AID 1424; activation, % at 3 µM;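 active = activation above its plate's cutoff, the mean activation of test wells on that plate plus 3 SD, cut at about 19% in these data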;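 note: 0% = DMSO alone and 100% = 87 µM carbachol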
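System: zebrafish TRPN1-YFP in HEK293 cells / Dosing: 3 µM single point / Timing: dye loading 1 h at 37 °C, then 30 min room temperature / Signal: Fluo-8 calcium fluorescence, excitation 470-495 nm, emission 515-575 nm / Read-out basis: percent activation from peak over basal fluorescence ratio, control-normalized / Control set: high carbachol 87 µM, low DMSO alone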
PPC-1+TRAIL kill: compounds killing PPC-1 cancer cells with TRAIL present (potentiator screen, no TRAIL-free arm). cell killing (% activity), % at 4 µM. 220,000 tested, 0.41% active. PPC-1 cells + TRAIL, ATPLite viability luminescence;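 active = cell killing above 50% in the first pass at 4 µM, then a duplicate retest at 5 µM averaging 50% or more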;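 note: plate controls were cells with TRAIL plus DMSO for no effect and medium-only wells lacking cells for full effect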
m-calpain inh: inhibitors of pig calpain II; 220,000 tested, 0.37% active; inhibition, % at 16 µM; purified calpain II, fluorogenic peptide substrate, 30 min; AID 1236;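 active = inhibition above about 50%, limit read from the data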
TRPML3 agonist: human mucolipin-3 channel agonism | HEK293 TRPML3-YFP, Fluo-8 calcium fluorescence; 100% = the carbachol control signal | Q8TDD5 | 220,000 tested, 0.29% active | AID 1448 | activation, % at 3 µM;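 active = activation above its plate's cutoff, the mean activation of the plate's test wells plus 3 SD, cut at about 12% in these data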;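 note: 0% = DMSO only wells and 100% = carbachol wells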
Target sequence (Q8TDD5 whole entry, looked up): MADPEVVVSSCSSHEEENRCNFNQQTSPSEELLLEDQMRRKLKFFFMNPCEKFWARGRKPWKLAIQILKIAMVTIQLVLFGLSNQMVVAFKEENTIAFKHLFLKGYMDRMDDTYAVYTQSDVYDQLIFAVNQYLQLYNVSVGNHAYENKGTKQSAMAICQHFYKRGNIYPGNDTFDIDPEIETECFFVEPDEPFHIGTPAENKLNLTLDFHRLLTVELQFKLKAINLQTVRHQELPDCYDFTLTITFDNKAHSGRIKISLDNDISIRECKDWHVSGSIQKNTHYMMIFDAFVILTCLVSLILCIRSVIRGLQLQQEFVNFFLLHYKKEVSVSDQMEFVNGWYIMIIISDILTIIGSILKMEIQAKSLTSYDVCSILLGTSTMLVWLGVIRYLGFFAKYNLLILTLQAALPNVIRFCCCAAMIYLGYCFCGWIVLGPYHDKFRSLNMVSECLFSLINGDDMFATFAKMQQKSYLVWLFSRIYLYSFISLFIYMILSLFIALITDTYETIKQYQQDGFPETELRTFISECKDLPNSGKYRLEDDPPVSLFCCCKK
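Material: HEK293 cells stably carrying human TRPML3-YFP; compound dosing: single dose, 3 µM final nominal compound, 0.3% DMSO final; incubation: 1-h 37 °C dye load, 5-s basal, 120-s post-compound reads; technique: Fluo-8 intracellular calcium fluorescence, excitation 470-495 nm, emission 515-575 nm; read-out basis: percent activation from peak-to-basal fluorescence ratio, scaled between DMSO and carbachol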
TbHK1 inh: T. brucei hexokinase 1 inhibition; recombinant TbHK1, G6PDH-coupled NADH A340; AID 1430; 220,000 tested, 0.11% active; inhibition, % at 10 µM;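 active = inhibition of 50% or more in the single-dose primary screen; inactive = inhibition below 50%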
* marks the source's active call; other numbers are inactive results; x = no result given; [ ] = another dose, or the depositor's remark.

Start of the data: the first 9 compounds, ahead of the listing:
SMILES | Furin inh | thrombin 1536 | EBV gp42 inh | Cl transport mod | zfTRPN1 agonist | PPC-1+TRAIL kill | m-calpain inh | TRPML3 agonist | TbHK1 inh
COc1ccccc1Nc1nc(N)nc(CN2CCN(Cc3ccc4c(c3)OCO4)CC2)n1 | -13 | -4 | -16 | -0.057 | -2.7 | 26 | 2 | -0.5 | -7
C/C(=N\NC(=O)Nc1ccccc1)c1ccc2ccccc2c1 | -18 | -2 | 4 | -0.59 | 0.1 | 16 | -7 | 1.2 | -10
CCc1c(C)nc2c(OC)cccc2c1SCCC(=O)O | -3 | -1 | -8 | 0.22 | 1.6 | 13 | -91 | 0.5 | -3
O=C(Cn1c(COc2ccccc2)nc2ccccc21)Nc1cc(Cl)c(Cl)cc1Cl | -29 | 3 | 2 | 0.67 | 1.5 | 16 | -34 | 1.1 | -5
CC(O)CNc1cnccn1 (stereo not drawn) | -19 | 0 | -11 | 0.5 | 0.3 | 8 | -91 | -1.9 | -10
CCOn1c(=O)c(C)[n+]([O-])c2ccccc21 | -13[20 µM] | 0 | -9 | 0.61 | 1.4 | 12 | -3 | 0.7 | 0
O=C(NC(C(=O)O)c1ccccc1)c1ccc(S(=O)(=O)N2CCOCC2)cc1 (stereo not drawn) | -14[20 µM] | -5 | -7 | -0.0037 | -0.6 | 4 | -26 | 1.5 | 4
CCN(CC)CCNC(=O)c1ccc(NC(=O)/C=C/c2cc(OC)c(OC)c(OC)c2)cc1 | -5 | -5 | 10 | 0.69 | 2.6 | 26 | -79 | 0.6 | -34
Cc1nnc(SCC(=O)Nc2nsc(-c3ccc(Cl)cc3)n2)s1 | -16[20 µM] | -4 | -9 | 2.6 | 0.1 | -2 | -54 | 0.6 | 2

Results, repeating the preview:
SMILES | Furin inh | thrombin 1536 | EBV gp42 inh | Cl transport mod | zfTRPN1 agonist | PPC-1+TRAIL kill | m-calpain inh | TRPML3 agonist | TbHK1 inh
COc1ccccc1Nc1nc(N)nc(CN2CCN(Cc3ccc4c(c3)OCO4)CC2)n1 | -13 | -4 | -16 | -0.057 | -2.7 | 26 | 2 | -0.5 | -7
C/C(=N\NC(=O)Nc1ccccc1)c1ccc2ccccc2c1 | -18 | -2 | 4 | -0.59 | 0.1 | 16 | -7 | 1.2 | -10
CCc1c(C)nc2c(OC)cccc2c1SCCC(=O)O | -3 | -1 | -8 | 0.22 | 1.6 | 13 | -91 | 0.5 | -3
O=C(Cn1c(COc2ccccc2)nc2ccccc21)Nc1cc(Cl)c(Cl)cc1Cl | -29 | 3 | 2 | 0.67 | 1.5 | 16 | -34 | 1.1 | -5
CC(O)CNc1cnccn1 (stereo not drawn) | -19 | 0 | -11 | 0.5 | 0.3 | 8 | -91 | -1.9 | -10
CCOn1c(=O)c(C)[n+]([O-])c2ccccc21 | -13[20 µM] | 0 | -9 | 0.61 | 1.4 | 12 | -3 | 0.7 | 0
O=C(NC(C(=O)O)c1ccccc1)c1ccc(S(=O)(=O)N2CCOCC2)cc1 (stereo not drawn) | -14[20 µM] | -5 | -7 | -0.0037 | -0.6 | 4 | -26 | 1.5 | 4
CCN(CC)CCNC(=O)c1ccc(NC(=O)/C=C/c2cc(OC)c(OC)c(OC)c2)cc1 | -5 | -5 | 10 | 0.69 | 2.6 | 26 | -79 | 0.6 | -34
Cc1nnc(SCC(=O)Nc2nsc(-c3ccc(Cl)cc3)n2)s1 | -16[20 µM] | -4 | -9 | 2.6 | 0.1 | -2 | -54 | 0.6 | 2
COc1ccc2cc(OC)c(C(=O)N3CCOCC3)cc2c1 | -34 | -12 | -6 | 0.021 | 1.8 | -15 | -452 | 1.5 | -8
O=C1CC(Sc2nnc(-c3ccccc3)o2)C(=O)N1c1ccccc1 (stereo not drawn) | -17[20 µM] | -6 | -9 | 0.2 | -0.7 | 20 | -5 | 0.2 | -1
COCCn1c(SCc2nc(N)nc(Nc3ccccc3C)n2)nc2ccccc2c1=O | -7[20 µM] | -4 | -2 | -0.12 | 0.1 | 25 | 4 | -0.3 | -1
COc1ccc(OC)c(CCNC(=O)c2ccc(CS(=O)(=O)c3ccc(Br)cc3)o2)c1 | -35 | 4 | -7 | -0.18 | 4.0 | 19 | -7 | 1.9 | 0
CCO[C@H]1OC(C(=O)N2CCCCCCC2)=C[C@@H](C)[C@@H]1CCCO | -22 | 3 | -16 | 0.12 | -1.5 | -4 | 13 | 0.0 | -9
CC(C)CCN(C)c1ccc(/C=N/n2cnnc2)cc1 | -4[20 µM] | 5 | -8 | -0.43 | -1.3 | -34 | -53 | 0.4 | -27
Cc1cccc(N(CC(=O)NCc2ccc3c(c2)OCO3)C(=O)CCC(=O)Nc2ccccn2)c1 | -29 | -4 | 9 | -1.2 | 0.4 | -4 | 18 | -0.9 | 2
O=C(Nc1ccc2c(c1)OCO2)c1ccc(CN2CCOCC2)cc1 | -28[20 µM] | 0 | -17 | 0.031 | 3.8 | 32 | -29 | 1.4 | -10
O=C(N/N=C/c1cc([N+](=O)[O-])ccc1O)C1CCCCC1 | -21 | 0 | -13 | -0.6 | 0.9 | 17 | 9 | 0.4 | -18
N#Cc1ccc(C(c2nnnn2Cc2ccccc2)N2CCCC2)cc1 (stereo not drawn) | -29[20 µM] | -5 | -6 | -0.42 | -1.8 | 46 | -34 | 0.7 | 1
COc1cccc(OC)c1C(=O)N1CCN(Cc2ccc3c(c2)OCO3)CC1 | 1 | 11 | -12 | x | 0.8 | 7 | 27 | -0.5 | -7
CCC1S/C(=N/N=C/c2ccco2)N(Cc2ccc(F)cc2)C1=O (stereo not drawn) | -24 | 3 | -8 | -0.033 | -0.4 | -1 | 19 | -0.1 | -9
O=C(COc1cc(Cl)c(Cl)cc1Cl)Nc1ccncc1 | -12[20 µM] | -3 | -1 | -0.91 | 2.3 | 1 | 7 | 0.0 | 3
COC(=O)c1ccc(C(=O)NCCCCO)cc1 | -12 | -2 | 3 | 0.24 | 2.8 | 15 | 3 | 1.1 | 4
CS(=O)(=O)N(CC(=O)N1CCCCC1)c1cccc(F)c1 | -39 | -11 | -17 | 0.00059 | 0.1 | 18 | -39 | 1.1 | 2
CCCCCCn1c(=O)c(C(=O)N/N=C/c2cccc(F)c2)c(O)c2ccccc21 | -25 | 3 | -25 | 1.1 | 1.3 | 20 | -169 | 0.8 | -12

The list continues:
SMILES | Furin inh | thrombin 1536 | EBV gp42 inh | Cl transport mod | zfTRPN1 agonist | PPC-1+TRAIL kill | m-calpain inh | TRPML3 agonist | TbHK1 inh
Cc1ccc(C)c(NC(=O)CN(C)C(=O)/C=C/c2ccco2)c1 | -28 | 8 | -28 | -0.78 | -0.7 | -9 | 13 | 0.2 | -4
O=S(=O)(c1ccc(Cl)cc1)N1CCCC1c1nc(-c2cccc(Cl)c2)no1 (stereo not drawn) | -4[20 µM] | -7 | 3 | x | 1.6 | 11 | 23 | -1.0 | 9
CC(=O)c1ccc(N2C(=O)C3C(C2=O)C(C(=O)c2ccc(Cl)cc2)N2CCCC32)cc1 (stereo not drawn) | -22 | 9 | 89* | 0.033 | 1.1 | -6 | -160 | 0.9 | 1
O=c1c2oc3nc4c(cc3c2ncn1CCCc1ccccc1)CCCC4 | -10 | -6 | -25 | -2.3 | 2.0 | -8 | 8 | 0.8 | -1
CCSC1=NC(C)(C)C=C(C)N1 | -2[20 µM] | 8 | -4 | x | 1.1 | 3 | 35 | -0.3 | -5
O=C(Nc1ccc(Cl)c(Cl)c1)N1CC=CCC1 | -8 | -6 | -14 | -0.51 | 6.6 | -2 | 13 | 1.6 | 0
Cc1nc2c(-c3ccccc3)c(C)nn2c(C)c1CC(=O)O | -18 | -1 | -21 | -0.18 | 0.5 | 2 | 16 | -0.1 | 3
Cc1cc([N+](=O)[O-])nn1CCCC(=O)Nc1cc(Oc2ccccc2)cc([N+](=O)[O-])c1 | -18 | 0 | 1 | -0.21 | 0.3 | 9 | 56* | 0.6 | -6
Cc1ccccc1OCCCCn1c(CO)nc2ccccc21 | -18 | -9 | -6 | -0.43 | 2.9 | 5 | -10 | 2.8 | 2
O=C(NC1CC1)C1=C[C@H](c2ccc3c(c2)OCO3)C[C@H](OCc2ccc(CO)cc2)O1 | -21 | 1 | -14 | -0.43 | -1.7 | -4 | 13 | -0.1 | -10
COc1ccc(C(=O)CSc2nnc(CN3CCCCC3)n2-c2ccc(F)cc2)cc1OC | 3 | -6 | 3 | 0.024 | 5.7 | 30 | 27 | 3.9 | 10
COc1ccc(N(CC(=O)Nc2ccc3c(c2)OCO3)S(=O)(=O)c2ccccc2)cc1 | -10 | 0 | 4 | -1.2 | 0.5 | 10 | 2 | 0.1 | 2
CC(C)CNC(=O)c1cccc(NC(=O)COc2cccc([N+](=O)[O-])c2)c1 | -19 | -1 | -12 | x | 5.0 | 18 | 1 | 2.6 | -8
NC(=O)CN1CCN(c2cccc(Cl)c2)CC1 | -19 | -13 | 2 | 0.33 | 0.6 | 9 | 19 | 0.7 | 5
Cc1ccc2nc(C3CCN(S(=O)(=O)c4ccc5ccccc5c4)CC3)[nH]c2c1 | -19[20 µM] | -3 | -7 | x | -1.9 | 2 | -42 | -0.7 | 0
CCCOC(=O)c1c(NC(=O)/C=C/c2cnn(C)c2C)sc(C(=O)OCC)c1C | -3[20 µM] | 4 | -14 | 0.2 | 0.1 | 4 | -486 | 0.0 | -4
COC(=O)CNC(c1ccccc1)c1cc(Cl)ccc1NC(=O)c1cccc(Cl)c1 (stereo not drawn) | -24 | -6 | -14 | -1.9 | -0.5 | -7 | 20 | -0.4 | 5
Cc1cc([N+](=O)[O-])cc2ncccc12 | -13[20 µM] | -6 | -17 | 0.37 | 1.2 | -2 | 37 | 0.9 | -7
C/C(=N/NC(=O)c1sc(NS(=O)(=O)c2ccccc2)nc1C)c1ccc(F)cc1 | -16 | 0 | -5 | -1.3 | 2.1 | 12 | -9 | 0.3 | -30
Cc1ccccc1C(=O)NNC1CC(=O)N(c2ccc3c(c2)OCCO3)C1=O (stereo not drawn) | -25 | -5 | -13 | 0.31 | 0.1 | 28 | -7 | 0.8 | 0
Cc1ccccc1Cn1c(=O)sc2ccccc2c1=O | -17 | 2 | -10 | 0.59 | -1.6 | 22 | 10 | 0.4 | 1
Cc1cccc(-n2c(SCc3cc(=O)n4c(C)cccc4n3)nc3[nH]ncc3c2=O)c1 | -20[20 µM] | 1 | -19 | -0.13 | 0.0 | 5 | -11 | 1.4 | -15
Cn1c(SCC(=O)c2cccs2)nnc1-c1ccco1 | -26 | 2 | -15 | -0.74 | 0.4 | 14 | -27 | -0.1 | 0
COc1ccc(OCC(=O)Nc2ccc(Cl)cc2)cc1 | -13 | -19 | 6 | -0.17 | -0.8 | -6 | 9 | 0.1 | 7
O=C(C1CCCN(S(=O)(=O)Cc2ccccc2)C1)N1CCC(Cc2ccccc2)CC1 (stereo not drawn) | -1[20 µM] | -1 | -8 | -2.6 | 0.4 | 16 | 9 | 0.4 | -6
O=C(O)c1cccnc1SC1CC(=O)N(c2cccc3ccccc23)C1=O (stereo not drawn) | -19 | -10 | -3 | -0.42 | 0.8 | 23 | 12 | 0.7 | 8
